FLuc inhib CS: counter-screen for luciferase assay inhibitors: firefly luciferase inhibition; P08659; ATPLite firefly luciferase biochemical luminescence, 10 min; inhibition, % at 10 µM; 200,000 compounds, 1.5% hits;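 active = inhibition above about 50% when tested at 10 µM, limit read from the data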
Target sequence (P08659 whole entry, looked up): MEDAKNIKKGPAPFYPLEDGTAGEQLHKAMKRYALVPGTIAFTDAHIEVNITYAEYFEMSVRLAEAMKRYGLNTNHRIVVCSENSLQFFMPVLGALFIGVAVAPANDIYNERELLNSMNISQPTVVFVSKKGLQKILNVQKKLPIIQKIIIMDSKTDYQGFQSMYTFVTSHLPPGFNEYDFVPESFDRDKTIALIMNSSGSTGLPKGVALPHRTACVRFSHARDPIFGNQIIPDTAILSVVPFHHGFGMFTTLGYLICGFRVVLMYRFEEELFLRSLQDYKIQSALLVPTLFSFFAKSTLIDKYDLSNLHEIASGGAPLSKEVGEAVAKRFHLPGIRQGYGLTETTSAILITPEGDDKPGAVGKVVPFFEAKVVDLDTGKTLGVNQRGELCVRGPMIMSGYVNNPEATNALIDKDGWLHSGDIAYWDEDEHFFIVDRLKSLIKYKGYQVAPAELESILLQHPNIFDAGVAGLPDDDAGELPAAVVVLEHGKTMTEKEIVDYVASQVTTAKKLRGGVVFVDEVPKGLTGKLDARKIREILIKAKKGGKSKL
NF-kB expr up: compounds increasing NF-kB expression in human neuronal cells; NF-kB reporter expression; stronger effect = higher value; fold change at 12.5 µM; 190,000 compounds, 1.6% hits; AID 1239; in the data active = fold change above about 3.3
Hsp70 act: switches on Hsp70 transcription. 200,000 compounds, 0.04% hits. AID 1203. activation, % at 10 µM. HeLa Hsp70 promoter luciferase reporter, luminescence; scaled: vehicle 0, proteasome-inhibitor control 100%;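 active = activation above the mean across all tested compounds plus 3 SD, cutoff set per campaign, cut at about 5.5% in these data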;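 note: 100% = MG132 at 30 µM as the positive control and 0% = DMSO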
STAT1 activator: increases IFN-gamma driven STAT1 reporter signal; NIH 3T3 STAT1-luciferase reporter, luminescence; 100% = IFN-gamma alone, no compound; activation (% of control), % at 5.5 µM; 200,000 compounds, 2.6% hits;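 active = activation above the screen-wide mean activation plus 3 SD, cut at about 130% in these data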;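 note: raw ratio to IFN-gamma control signal so 100% means no change and 0% no light; values of inactives mirror those of a sister screen read the other way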
HMGR II inh: E. faecalis class II HMG-CoA reductase inhibition; inhibition, % at 10 µM; 190,000 compounds, 0.41% hits; purified E. faecalis HMGR, NADPH absorbance 340 nm kinetic;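 active = inhibition above a set limit, the median over all tested compounds plus 3 SD, cut at about 9.5% in these data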;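 note: enzyme runs in reverse so mevalonate oxidation gives rising NADPH absorbance; 0% = complete reaction with DMSO and 100% = background rate lacking mevalonate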
APP transl inh: APP translation inhibition; SH-SY5Y APP 5'UTR-luciferase reporter, luminescence; inhibition, % at 2 µM; 190,000 compounds, 0.82% hits; AID 1285;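 active = inhibition above a set limit, derived from the sample mean plus 3 SD, cut at about 45% in these data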; note: values of inactives mirror those of a sister screen read the other way
Redox H2O2 prof: compounds producing H2O2 with reducing agent – biochemical, NIH compound library profiling, artefact control for MLSCN library redox annotation, primary screen; DTT-dependent redox cycling H2O2, phenol red/HRP absorbance; 100% = 100 µM peroxide control, 0% = buffer; activation, % at 10 µM; 200,000 compounds, 0.03% hits; AID 878;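 active = activation of at least 50% relative to the plate's high and low controls in the primary single-dose screen; inactive = activation below 50%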;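 note: compound incubated with DTT at 0.8 mM final as the reducing agent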
FLuc stim CS: affects firefly luciferase, flagging false hits in luciferase stimulation screens; P08659; ATPlite luciferase biochemical, luminescence, 10 min; 0 = ATP-free wells, 1 = DMSO control; activation factor at 10 µM; 200,000 tested, under 10 active; AID 1027;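 active = luciferase activation factor, scaled between plate controls, of at least 2 with compound at 10 µM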
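Assay system: Luciferase/luciferin detection reagent, cell-free biochemical luciferase assay / Also added: ATP substrate / Schedule: 10 min at ambient temperature / Measured by: luminescence measurement of luciferase light output / Benchmarks: low control with PBS replacing ATP, high control enzyme plus ATP without compound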
G6PDH counter: L. mesenteroides G6PDH inhibition counter-screen; Purified L. mesenteroides G6PDH, diaphorase/resazurin coupled fluorescence, 45 min; 200,000 compounds, 0.12% hits; inhibition, % at 5 µM; in the data active = inhibition above about 50%
APP 5'UTR act: activates APP 5'UTR luciferase reporter. SH-SY5Y APP 5'UTR luciferase reporter, luminescence; zero percent = DMSO vehicle wells. activation, % at 2 µM. 190,000 compounds, 1% hits;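 active = activation above a set limit, based on mean plus 3 SD of controls, cut at about 140% in these data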; note: values of inactives mirror those of a sister screen read the other way
The depositor's hits bear a star. Rows are unselected; overall some 5.3% were active at least once.

Preview, 14 compounds:
SMILES	FLuc inhib CS	NF-kB expr up	Hsp70 act	STAT1 activator	HMGR II inh	APP transl inh	Redox H2O2 prof	FLuc stim CS	G6PDH counter	APP 5'UTR act
N#Cc1nc(-c2ccc(Cl)cc2)oc1NCc1cccc2c1OCO2	-5	1.1	0.3	108	1	13	0.3	1.1	3	-13
CC(=O)N1CCC(=O)Nc2ccc([N+](=O)[O-])cc21	-9	1.2	-0.3	106	-3	-2	-1.2	1.1	0	2
Cc1ccc(NC(=O)/C=C/c2ccc3c(c2)OCO3)nc1	43	0.97	0.1	121	-2	-152	-0.2	0.6	10	152*
CC1CCN(c2nc3nonc3nc2N2CCC(C)CC2)CC1	-4	0.94	-0.2	99	1	-4	0.2	1	13	4
Cc1ccc(C2=NN=C(NC(=O)CSc3nncn3C)SC2)cc1	86*	1.8	0.5	84	2	-12	-0.8	0.1	11	12
O=C(CC(C(=O)N1CCc2ccccc21)n1ccnc1)N1CCc2ccccc2C1 (stereo unspecified)	-5	0.96	0.4	95	-3	-38	2.3	1.1	1	37
CN1C(=O)S/C(=C\c2ccccc2OCc2ccc(C(=O)O)cc2)C1=O	-7	1.5	0.0	94	-5	-4	-0.7	1.1	7	4
N#Cc1c(NC2CCCCC2)nc(-c2ccco2)c2c1CCCC2	-6	1.4	-0.1	98	2	30	0.8	1.1	10	-30
NC(=O)CCN1CCN(CCOC2Cc3cc(Cl)ccc3Sc3ccccc32)CC1 (stereo unspecified)	-4	0.95	0.0	99	-2	-14	-0.3	1	-1	14
Cc1cccc(NC(=O)/C(C#N)=C\c2cccnc2)c1	-2	1.1	-0.1	108	2	17	-1.8	1	-7	-17
CC(NC(=O)COC(=O)c1ccc(Cl)cc1O)c1ccc(F)cc1 (stereo unspecified)	-2	1.1	-0.4	105	-4	18	-0.2	1	11	-18
Cc1cccc(-n2cc(CN3CCCN(C=O)CC3)c(-c3cccc(F)c3)n2)c1	0	1.1	-0.1	106	0	10	-0.5	1	13	-10
COCCCNC(=S)NC(=O)c1ccc(C)cc1	15	2.5	0.4	128	2	-60	0.0	0.8	4	60
COc1ccc(NC(=O)c2ccc(C#N)cc2)cc1NS(=O)(=O)c1ccc(F)cc1	-3	0.88	-0.2	105	4	-16	0.0	1	15	16

The list itself, from the first entry:
SMILES	FLuc inhib CS	NF-kB expr up	Hsp70 act	STAT1 activator	HMGR II inh	APP transl inh	Redox H2O2 prof	FLuc stim CS	G6PDH counter	APP 5'UTR act
N#Cc1nc(-c2ccc(Cl)cc2)oc1NCc1cccc2c1OCO2	-5	1.1	0.3	108	1	13	0.3	1.1	3	-13
CC(=O)N1CCC(=O)Nc2ccc([N+](=O)[O-])cc21	-9	1.2	-0.3	106	-3	-2	-1.2	1.1	0	2
Cc1ccc(NC(=O)/C=C/c2ccc3c(c2)OCO3)nc1	43	0.97	0.1	121	-2	-152	-0.2	0.6	10	152*
CC1CCN(c2nc3nonc3nc2N2CCC(C)CC2)CC1	-4	0.94	-0.2	99	1	-4	0.2	1	13	4
Cc1ccc(C2=NN=C(NC(=O)CSc3nncn3C)SC2)cc1	86*	1.8	0.5	84	2	-12	-0.8	0.1	11	12
O=C(CC(C(=O)N1CCc2ccccc21)n1ccnc1)N1CCc2ccccc2C1 (stereo unspecified)	-5	0.96	0.4	95	-3	-38	2.3	1.1	1	37
CN1C(=O)S/C(=C\c2ccccc2OCc2ccc(C(=O)O)cc2)C1=O	-7	1.5	0.0	94	-5	-4	-0.7	1.1	7	4
N#Cc1c(NC2CCCCC2)nc(-c2ccco2)c2c1CCCC2	-6	1.4	-0.1	98	2	30	0.8	1.1	10	-30
NC(=O)CCN1CCN(CCOC2Cc3cc(Cl)ccc3Sc3ccccc32)CC1 (stereo unspecified)	-4	0.95	0.0	99	-2	-14	-0.3	1	-1	14
Cc1cccc(NC(=O)/C(C#N)=C\c2cccnc2)c1	-2	1.1	-0.1	108	2	17	-1.8	1	-7	-17
CC(NC(=O)COC(=O)c1ccc(Cl)cc1O)c1ccc(F)cc1 (stereo unspecified)	-2	1.1	-0.4	105	-4	18	-0.2	1	11	-18
Cc1cccc(-n2cc(CN3CCCN(C=O)CC3)c(-c3cccc(F)c3)n2)c1	0	1.1	-0.1	106	0	10	-0.5	1	13	-10
COCCCNC(=S)NC(=O)c1ccc(C)cc1	15	2.5	0.4	128	2	-60	0.0	0.8	4	60
COc1ccc(NC(=O)c2ccc(C#N)cc2)cc1NS(=O)(=O)c1ccc(F)cc1	-3	0.88	-0.2	105	4	-16	0.0	1	15	16
COc1ccc(N2C(=O)CN(Cc3cc(OC)c(OC)c(OC)c3)C2=S)cc1	-6	0.44	-0.5	100	4	0	-1.3	1.1	7	0
COc1ccc(NS(=O)(=O)c2cccc(NC(=O)CCC(=O)c3ccc(Cl)cc3)c2)cc1	-8	0.72	-0.5	93	-6	5	0.6	1.1	-14	-5
COc1cc(C=Nc2c(C)cc(C)cc2C)ccc1OC(C)=O	0	0.91	0.2	95	-3	0	-0.6	1	19	0
Cc1cccc(N2C(=O)CCC2=O)n1	-8	1.1	-0.3	107	1	-12	-0.2	1.1	5	12
Cc1cc([N+](=O)[O-])ccc1NC(=O)CSc1nccc(=O)[nH]1	-6	0.93	-0.3	100	-6	11	0.2	1.1	4	-11
Cc1cc(C)c2c(N)c(C(=O)NNC(=O)c3ccccc3)sc2n1	11	2.1	0.2	128	-4	-43	-1.0	0.9	10	43
O=C(NNC(=S)NC(=O)c1ccccc1[N+](=O)[O-])c1ccccc1O	1	1.3	-0.3	97	-1	-11	-0.2	1	5	11
CN(c1ccccc1C(=O)Nc1ccc(S(=O)(=O)N2CCOCC2)cc1)S(=O)(=O)c1ccccc1	-1	1.3	0.0	98	-2	10	0.1	1	14	-10
Cc1ccc(C(=O)N/N=C\c2cccn2C)cn1	10	1.6	-0.1	106	-5	-8	1.8	0.9	12	8
NS(=O)(=O)c1ccc(CNC(=O)/C=C/c2c(Cl)cccc2Cl)cc1	-8	0.94	-0.3	111	1	-9	-0.1	1.1	5	9
CCCC(=O)Nc1cnc(NC(=O)c2cccc(F)c2)cc1C	30	2.7	-0.3	116	-2	-173	-0.1	0.7	22	173*
O=C1C2C3C=CC(C3)C2C(=O)N1Cc1cccnc1 (stereo unspecified)	-6	0.91	0.0	92	-4	-3	2.2	1.1	0	3
COC(=O)c1ccccc1NC(=O)C1CC(=O)N(c2ccc(OC)cc2)C1 (stereo unspecified)	0	1.5	-0.1	97	-6	-15	-0.8	1	0	15
COc1ccc(NC(=O)CSc2nc(N)c3cc4c(nc3n2)CCCC4)c(OC)c1	20	0.97	-0.3	98	0	-9	-2.8	0.8	-3	9
O=C1C2C(c3ccccc3)(C(=O)N1c1ccc(Cl)cc1)C2(c1ccccc1)c1ccccc1 (stereo unspecified)	-10	0.47	-0.3	100	4	-7	1.6	1.1	-8	7
Cc1onc(-c2ccccc2)c1C(=O)Oc1cccnc1	-6	1.3	-0.5	96	-1	21	3.3	1.1	-4	-21
COC(=O)C(C)Sc1nc2c(c(=O)[nH]c(=O)n2C)n1CCCc1ccccc1 (stereo unspecified)	-2	1	-0.1	102	-5	4	2.1	1	17	-4
CS(=O)(=O)Oc1ccccc1/C=C1/N=C(c2ccc(F)cc2)OC1=O	0	1.2	-0.1	97	-2	11	-0.2	1	1	-11
N#C/C=C1\Sc2ccccc2C(=O)N1CC(=O)N1CCN(S(=O)(=O)c2ccccc2)CC1	4	1.3	-0.3	119	0	24	0.5	1	-6	-5
O=C(c1cnn(-c2ccccc2)c1)c1ccc2ccccc2c1O	3	2	-0.2	125	-2	-38	-0.8	1	5	38
O=C(Nc1cccnc1)c1cccc(S(=O)(=O)N2CCc3ccccc32)c1	-2	0.6	-0.6	84	-7	-22	-1.7	1	0	22
O=C(CCc1nc2ccccc2c(=O)[nH]1)NC1CCN(Cc2ccccc2)CC1	-6	0.8	-0.4	103	-4	2	0.0	1.1	3	-2
CC1Cc2ccccc2N1C(=O)CSc1nncn1C (stereo unspecified)	-1	1.5	-0.1	104	-3	25	-1.6	1	8	-25
COc1ccc(C)cc1NS(=O)(=O)c1cccc2nonc12	-3	0.9	-0.3	106	2	4	-2.2	1	0	-4
O=C(O)CC1=C(c2ccc(F)cc2)CCC1=O	-6	1.3	0.0	95	-2	10	-0.8	1.1	9	-10
COc1cc2nc(SCC(N)=O)n(CCC3=CCCCC3)c(=O)c2cc1OC	-3	1.2	-0.3	99	-3	11	-0.3	1	2	-11
CCC1Oc2ccccc2N(CC(=O)NCCN2CCc3ccccc3C2)C1=O (stereo unspecified)	-4	1.1	-0.2	96	-2	-16	0.2	1	4	16
Cn1c(=O)c2c(n(Cc3ccccc3)c1=O)NC(=O)C2CC(=O)O (stereo unspecified)	-6	1.2	-0.5	102	-6	21	0.2	1.1	4	-21
COc1ccc(NS(=O)(=O)c2cccc3nonc23)c(OC)c1	-2	0.85	-0.5	104	1	2	0.8	1	7	-2
CN1CCN(C(=O)C2=C[C@H](c3ccc(C(F)(F)F)cc3)C[C@H](OCc3ccc(CO)cc3)O2)CC1	6	1.1	-0.1	91	-5	-3	3.9	0.9	6	3
COc1ccc(N(C)S(=O)(=O)c2ccc(C)cc2)c([N+](=O)[O-])c1	-9	1.2	0.1	99	-6	0	0.1	1.1	15	1
COc1ccc(-c2[nH]c(-c3ccc(SC)cc3)nc2SCC(=O)Nc2nccs2)cc1	-8	0.81	-0.1	101	1	-15	0.5	1.1	0	15
Cc1n[nH]c(C)c1S(=O)(=O)N1CCN(c2ccccn2)CC1	-6	1.2	-0.2	94	-1	-2	0.0	1.1	1	2
O=C(/C=C/c1ccc(Cl)cc1)NCCN1CCOCC1	-4	1.1	0.2	98	-4	-1	0.7	1	2	1
CCOC(=O)c1c(NC(=O)COc2ccccc2)sc2c1CC(C)(C)NC2(C)C	-3	0.67	-0.2	100	-1	11	-0.3	1	-8	-11
CC(=O)N1CCN(c2ccc(Oc3ncnc4sccc34)cc2)CC1	-7	1	-0.3	94	-4	-10	-0.8	1.1	-3	10
COc1ccc(OC)c(S(=O)(=O)Nc2ccc(C)c(C)c2)c1	2	0.94	0.1	103	-6	-2	0.0	1	-4	2

Screening data as filed in PubChem BioAssay.
